Source: PubChem
IL-1B inflam inh: inflammasome signaling inhibition, IL-1 beta readout | THP-1 LPS/ATP IL-1B secretion, AlphaLISA, 16 h; hits give low values | 4.7% of 360,000 active | activity change, % at 57.5 µM; in the data active = activity change below about -50%; inconclusive = mostly about -30% to -49%; note: % is set by controls: 0 for no effect and ±100 for the full control effect
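Secreted IL-1B measured by AlphaLISA bead assay after 16 h compound exposure of THP-1 cells; compounds (final up to 57.5 uM) added 1 h before LPS (250 ng/mL) and ATP (1.25 mM) stimulation; lower signal means less secretion.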
KB-3-1 tox: KB-3-1 parental cell cytotoxicity | KB-3-1 viability, CellTiter-Glo ATP luminescence, 72 h | Potency, µM (titrated, usually from 46.1 µM), for the others: at the top dose activity change, negative = cytotoxic, most hits filed as cytotoxic | 1.4% of 400,000 active | AID 1347075; note: potency is the fitted concentration of half-maximal effect; % is set by controls: 0 for no effect and ±100 for the full control effect; nearly all actives have a fitted effect of over 60% in size
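Using CellTiter-Glo luminescence, growth of non-resistant KB-3-1 adenocarcinoma cells is assessed 72 h after pin-tool compound addition at 37 °C. Normalized responses across the concentration series yield fitted curves.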
HT1080-NT tox: kills 2HG-producing HT-1080-NT fibrosarcoma cells; 1.6% of 360,000 active; Potency, µM (series often up to 46.1 µM), inactives show top-dose activity, negative = less viability, hits mostly cytotoxic; HT-1080-NT fibrosarcoma viability, CellTiter-Glo ATP luminescence, 48 h;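 note: NT is the 2HG producing partner of a matched IDH1 knockdown line; potency is the fitted concentration of half-maximal effect; 0% = DMSO-treated cells and -100% = media-only wells without cells; nearly all actives have a fitted effect of over 55% in size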
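Read-out is CellTiter-Glo luminescence after 10 minutes at room temperature, following 48 hours' compound treatment of HT-1080-NT cells (750 cells/well, RPMI, 5% FBS, 37 degrees C).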
SW480 rereplic: inducers of DNA re-replication in SW480 colon cancer cells; Potency, µM (top dose mostly 46.1 µM), for the others: top-dose re-replication activation, usual class: activators; SW480 DNA re-replication, Hoechst DNA content imaging, 48 h; 1.8% of 340,000 active; note: potency is the fitted concentration of half-maximal effect; % of control where 0% means no effect; nearly all actives have a fitted effect of over 55% in size
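First, 250 cells per well were seeded. Next, compound or vehicle (23 nL) was pinned in, plates sat 48 hr at 37 C. Finally Hoechst was added for 40 min before fluorescence scanning.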
KB-V1 MDR tox: kills drug-selected multidrug resistant KB-V1 cells. 3.4% of 400,000 active. Potency, µM (top dose mostly 46.1 µM), for inactives: at the highest dose activity change, negative = cytotoxicity, usual class: cytotoxic. AID 1347076. KB-V1 MDR cells viability, CellTiter-Glo, 72 h; note: potency is the fitted concentration of half-maximal effect; % is set by controls: 0 for no effect and ±100 for the full control effect; nearly all actives have a fitted effect of over 60% in size
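Following 72 h at 37 degrees C with compound, KB-V1 cell viability was read by CellTiter-Glo luminescence, medium being phenol-red-free DMEM plus 10% FBS; concentration-response parameters came from normalized, curve-fitted qHTS data.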
DRD3 agonist: agonists of human D3 dopamine receptor. 0.58% of 410,000 active. max activation, %. D3R DiscoveRx beta-arrestin cells, luminescence, 90 min. P35462; in the data active = max activation above about 30%; note: 0% is about no effect; mostly tested at two doses, the higher about 12 µM
Target sequence (P35462 whole entry, looked up): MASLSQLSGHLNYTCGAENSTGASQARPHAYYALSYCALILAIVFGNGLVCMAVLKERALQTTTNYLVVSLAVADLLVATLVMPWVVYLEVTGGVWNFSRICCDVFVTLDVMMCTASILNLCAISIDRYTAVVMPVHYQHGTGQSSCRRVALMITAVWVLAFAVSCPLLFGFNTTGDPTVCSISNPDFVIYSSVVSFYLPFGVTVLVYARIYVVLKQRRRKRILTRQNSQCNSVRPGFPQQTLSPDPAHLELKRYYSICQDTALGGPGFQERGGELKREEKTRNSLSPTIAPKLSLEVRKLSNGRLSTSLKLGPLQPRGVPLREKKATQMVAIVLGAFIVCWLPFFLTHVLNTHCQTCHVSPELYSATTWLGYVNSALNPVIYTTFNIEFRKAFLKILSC
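Agonist-mode cell screen: cells plated at 1500/well and incubated overnight at 37 °C, then exposed to library compounds for 90 min at 37 °C. Detection reagent was added for 30–60 min at room temperature, and luminescence was read.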
HT1080 IDH1KD tx: kills HT-1080 cells with IDH1 knockdown. 2% of 360,000 active. Potency, µM (titrated, usually from 46.1 µM), for the others: top-dose activity, negative = toxicity, most hits filed as cytotoxic. HT-1080 IDH1 knockdown viability, ATP luminescence, 48 h;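 note: potency is the fitted concentration of half-maximal effect; 0% = DMSO wells and -100% = cell-free medium wells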
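Knockdown cells (IDH1KD HT-1080) received compounds 2 h after plating at 750 cells/well and were kept 48 h at 37 °C in 5% FBS RPMI. A CellTiter-Glo luminescence read gave % activity for curve fitting.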
MCF10A rereplic: DNA re-replication induction in MCF 10a cells; MCF 10A DNA re-replication, Hoechst nuclear intensity, 48 h; Potency, µM (top dose mostly 46.1 µM), without a hit: at the top dose activity, positive = re-replication, usual class: activators; 2.9% of 350,000 active; AID 624296; note: potency is the fitted concentration of half-maximal effect; % of control where 0% means no effect; nearly all actives have a fitted effect of over 50% in size
GLP1R cytotox: cytotoxicity in counter-screen for GLP-1R inverse agonists; HEK293 cAMP-luciferase reporter cells, luminescence, 24 h; Potency, µM (titrated, usually from 38.3 µM), for the others: at the highest dose activity change, negative = inhibition, usual class: inhibitors; 0.13% of 410,000 active; AID 624418;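 note: loss of luciferase light is scored as toxicity; potency is the fitted concentration of half-maximal effect; % is set by controls: 0 for no effect and ±100 for the full control effect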
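Seeding density was 200 cells/uL; after overnight-length (12 h) culture, 23 nL compounds went on for 24 h at 37 °C. Readout used a luciferase detection reagent, luminescence taken after 12 min at room temperature.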
* marks the source's active call; other numbers are inactive results; ? = inconclusive; / = no result given; [ ] = dose if it differs, or a comment. Unless noted, calls come from the whole dose curve; as a rule, active = well fitted curve in the direction sought with a large enough effect; inconclusive = small, poorly fitted or top-dose-only effect, or another doubt; inactive = no such curve, though single readings can be large; an effect the other way counts as inactive or inconclusive. The order is random. Share with any hit: about 11%.

Keys – A = IL-1B inflam inh; B = KB-3-1 tox; C = HT1080-NT tox; D = SW480 rereplic; E = KB-V1 MDR tox; F = DRD3 agonist; G = HT1080 IDH1KD tx; H = MCF10A rereplic; I = GLP1R cytotox
1	Cc1cc(=O)n2[nH]c(NCc3ccc(F)cc3)nc2n1
  A: / | B: 5.1% | C: / | D: / | E: ? | F: -0.3 | G: / | H: / | I: -0.1%
2	O=C(CN(C(=O)CCC(=O)Nc1nccs1)c1ccccc1F)NCc1ccccc1
  A: -15.4 | B: ? | C: 13.5% | D: -17.6% | E: 7.0% | F: 4.6 | G: 18.1% | H: -0.7% | I: 4.2%
3	NC1=NC[C@H](Cc2ccccc2)N1CCc1cccc(F)c1
  A: -25.9 | B: ? | C: 1.8% | D: -6.1% | E: 9.9% | F: 12.1 | G: -3.5% | H: -11.2% | I: 20.8%
4	Cc1ccc(NC(=O)COC(=O)CCn2c(C)csc2=O)cc1S(=O)(=O)N1CCOCC1
  A: -5.9 | B: -2.9% | C: -6.7% | D: -6.6% | E: 6.3% | F: -1.4 | G: -11.5% | H: 6.3% | I: -6.3%
5	CC1C=CCC2C(=O)N(c3cccc(C(=O)Nc4ccc(F)cc4)c3)C(=O)C12 (stereo not given)
  A: -2.2 | B: / | C: 0.0% | D: -3.5% | E: / | F: -25.6 | G: -12.9% | H: -3.8% | I: 8.1%
6	COc1cccc2cc(-c3cn4cccc(C)c4n3)c(=O)oc12
  A: -1.1 | B: -4.2% | C: ? | D: -3.3% | E: -5.7% | F: 0.4 | G: 21.9% | H: ? | I: 7.1%
7	CC(C)(C)NC(=O)CN1CCCN(C(=O)c2cccc(S(=O)(=O)N3CCc4ccccc43)c2)CC1
  A: 12.0 | B: -2.9% | C: 0.3% | D: -23.5% | E: -14.3% | F: -11.7 | G: 2.8% | H: 15.2% | I: 2.6%
8	O=C(NCCCO)C(=O)NCCc1ccc(Cl)cc1
  A: 4.7 | B: -3.0% | C: 7.8% | D: -3.1% | E: 6.0% | F: 2.3 | G: 8.6% | H: -3.1% | I: -0.2%[1.53 µM]
9	COc1cc(-c2onc3ccc(Br)cc23)cc(OC)c1OC
  A: -11.9 | B: 5.17µM* | C: 1.84µM* | D: 18.4µM* | E: 2.06µM* | F: 5.2 | G: 1.84µM* | H: ? | I: 10.6%
10	CCN1/C(=C2/SC(=S)N(NC(C)=O)C2=O)Sc2ccc(OC)cc21
  A: -11.4 | B: -1.7% | C: 3.0% | D: -2.9% | E: -9.7% | F: -5.2 | G: 5.3% | H: 8.8% | I: -19.2%
11	CCCCNC(=O)Cn1c(=O)cc(C)c2c(C)nn(-c3ccc(CC)cc3)c21
  A: / | B: 4.1% | C: / | D: / | E: -6.3% | F: -8.7 | G: / | H: / | I: 2.5%
12	COc1ccc(CNC(=O)COC(=O)c2ccc(F)c(S(=O)(=O)N3CCOCC3)c2)cc1
  A: -0.8 | B: 14.1% | C: 7.2% | D: -4.3% | E: 0.0% | F: -8.8 | G: 16.7% | H: -2.3% | I: -3.9%
13	Cc1c(NC(=O)C2CCCCN2S(=O)(=O)c2ccc(Cl)cc2)c(=O)n(-c2ccccc2)n1C (stereo not given)
  A: 2.1 | B: 9.3% | C: 8.1% | D: -1.5% | E: 8.7% | F: 3.1 | G: 2.3% | H: 4.9% | I: -23.4%
14	O=S(=O)(c1ccccc1F)N1CCN(c2nc(-c3cccnc3)nc3ccccc23)CC1
  A: 4.4 | B: -1.5% | C: -16.6% | D: -8.2% | E: ? | F: -0.5 | G: -23.7% | H: 17.8% | I: -7.1%
15	O=C(NCCc1ccccc1O)c1cc2c(cc1[N+](=O)[O-])OCO2
  A: 7.3 | B: 5.7% | C: -1.1% | D: -3.6% | E: -19.0% | F: 2.4 | G: 0.7% | H: -1.0% | I: 6.5%

Rewritten with one line to a screen: part of the list above.
[6] COc1cccc2cc(-c3cn4cccc(C)c4n3)c(=O)oc12
[4] Cc1ccc(NC(=O)COC(=O)CCn2c(C)csc2=O)cc1S(=O)(=O)N1CCOCC1
Compound	6	4
IL-1B inflam inh	-1.1	-5.9
KB-3-1 tox	-4.2%	-2.9%
HT1080-NT tox	?	-6.7%
SW480 rereplic	-3.3%	-6.6%
KB-V1 MDR tox	-5.7%	6.3%
DRD3 agonist	0.4	-1.4
HT1080 IDH1KD tx	21.9%	-11.5%
MCF10A rereplic	?	6.3%
GLP1R cytotox	7.1%	-6.3%

Further compounds follow:
Keys – A = IL-1B inflam inh; B = KB-3-1 tox; C = HT1080-NT tox; D = SW480 rereplic; E = KB-V1 MDR tox; F = DRD3 agonist; G = HT1080 IDH1KD tx; H = MCF10A rereplic; I = GLP1R cytotox
16	Cc1ccc2oc(C(=O)Nc3cccc(Cl)c3)cc(=O)c2c1
  A: / | B: 16.6% | C: / | D: / | E: 15.6% | F: -16.5 | G: / | H: / | I: 13.5%
17	CCN(CCNCC(O)COCc1ccc(Cl)cc1)c1cccc(C)c1 (stereo not given)
  A: / | B: -3.0% | C: 16.4µM* | D: ? | E: ? | F: -0.2 | G: ? | H: 62.9% | I: ?
18	CC(=O)N1CCN(c2nc3ccc([N+](=O)[O-])cc3s2)CC1
  A: -10.9 | B: -4.5% | C: -1.3% | D: -14.2% | E: -1.4% | F: 0.2 | G: 8.8% | H: -3.1% | I: ?
19	Cc1ccccc1N/C(=N/S(=O)(=O)c1ccccc1)c1ccc(F)cc1
  A: -21.0 | B: -16.7% | C: -0.3% | D: 6.2% | E: ? | F: -6.0 | G: 24.7% | H: 4.0% | I: 0.2%
20	O=C(c1ccccc1)c1cncc(Br)c1
  A: 1.2 | B: 20.9% | C: 1.0% | D: 0.5% | E: 10.3% | F: -4.2 | G: -0.6% | H: 1.6% | I: 14.3%
21	C/C(=N\NC(=O)c1c(Cl)cnn1C)c1cccnc1
  A: 25.2 | B: -1.1% | C: 24.0% | D: -5.3% | E: -6.2% | F: -0.8 | G: 12.0% | H: -0.3% | I: 0.8%
22	COC(=O)[C@]12CCCCC=C1N(CCC1=CCCCC1)C(=O)[C@H](CC(=O)NCCC(C)C)C2
  A: ? | B: ? | C: ? | D: / | E: 0.0% | F: -4.5 | G: ? | H: / | I: -18.4%

A different layout for some results above:
[13] Cc1c(NC(=O)C2CCCCN2S(=O)(=O)c2ccc(Cl)cc2)c(=O)n(-c2ccccc2)n1C (stereo not given)
[14] O=S(=O)(c1ccccc1F)N1CCN(c2nc(-c3cccnc3)nc3ccccc23)CC1
[15] O=C(NCCc1ccccc1O)c1cc2c(cc1[N+](=O)[O-])OCO2
[16] Cc1ccc2oc(C(=O)Nc3cccc(Cl)c3)cc(=O)c2c1
[17] CCN(CCNCC(O)COCc1ccc(Cl)cc1)c1cccc(C)c1 (stereo not given)
[18] CC(=O)N1CCN(c2nc3ccc([N+](=O)[O-])cc3s2)CC1
[19] Cc1ccccc1N/C(=N/S(=O)(=O)c1ccccc1)c1ccc(F)cc1
[20] O=C(c1ccccc1)c1cncc(Br)c1
[21] C/C(=N\NC(=O)c1c(Cl)cnn1C)c1cccnc1
[22] COC(=O)[C@]12CCCCC=C1N(CCC1=CCCCC1)C(=O)[C@H](CC(=O)NCCC(C)C)C2

| Compound | 13 | 14 | 15 | 16 | 17 | 18 | 19 | 20 | 21 | 22 |
| --- | --- | --- | --- | --- | --- | --- | --- | --- | --- | --- |
| IL-1B inflam inh | 2.1 | 4.4 | 7.3 | / | / | -10.9 | -21.0 | 1.2 | 25.2 | ? |
| KB-3-1 tox | 9.3% | -1.5% | 5.7% | 16.6% | -3.0% | -4.5% | -16.7% | 20.9% | -1.1% | ? |
| HT1080-NT tox | 8.1% | -16.6% | -1.1% | / | 16.4µM* | -1.3% | -0.3% | 1.0% | 24.0% | ? |
| SW480 rereplic | -1.5% | -8.2% | -3.6% | / | ? | -14.2% | 6.2% | 0.5% | -5.3% | / |
| KB-V1 MDR tox | 8.7% | ? | -19.0% | 15.6% | ? | -1.4% | ? | 10.3% | -6.2% | 0.0% |
| DRD3 agonist | 3.1 | -0.5 | 2.4 | -16.5 | -0.2 | 0.2 | -6.0 | -4.2 | -0.8 | -4.5 |
| HT1080 IDH1KD tx | 2.3% | -23.7% | 0.7% | / | ? | 8.8% | 24.7% | -0.6% | 12.0% | ? |
| MCF10A rereplic | 4.9% | 17.8% | -1.0% | / | 62.9% | -3.1% | 4.0% | 1.6% | -0.3% | / |
| GLP1R cytotox | -23.4% | -7.1% | 6.5% | 13.5% | ? | ? | 0.2% | 14.3% | 0.8% | -18.4% |
